Tn6 DDE FP: DD(E)-Tn6 binding inhibition, primary FP screen | P02675 | Fibrin DD(E) TRITC-Tn6 fluorescence polarization displacement | inhibition, % at 8.3 µM | 370,000 tested, 0.21% active;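 active = inhibition above a per-campaign cutoff: mean of compounds within control limits plus 3 SD, cut at about 15% in these data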;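 also: 0% = median of all compound wells on the plate and 100% = blocking peptide control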
Target sequence (P02675 whole entry, looked up): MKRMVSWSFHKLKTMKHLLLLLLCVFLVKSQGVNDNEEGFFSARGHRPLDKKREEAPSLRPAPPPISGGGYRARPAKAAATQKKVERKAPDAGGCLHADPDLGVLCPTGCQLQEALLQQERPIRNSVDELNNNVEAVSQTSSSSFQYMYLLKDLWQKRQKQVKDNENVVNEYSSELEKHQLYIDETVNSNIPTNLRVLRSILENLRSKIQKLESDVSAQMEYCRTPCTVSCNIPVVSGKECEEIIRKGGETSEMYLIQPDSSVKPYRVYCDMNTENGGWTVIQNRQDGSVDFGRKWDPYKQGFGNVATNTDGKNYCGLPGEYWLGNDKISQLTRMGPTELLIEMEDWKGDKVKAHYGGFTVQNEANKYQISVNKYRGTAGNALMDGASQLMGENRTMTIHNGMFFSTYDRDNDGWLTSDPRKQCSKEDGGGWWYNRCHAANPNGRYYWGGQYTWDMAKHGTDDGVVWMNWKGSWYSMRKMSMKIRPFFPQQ
DDE Tn7 FP inh: disrupts Tn7 cyclic peptide binding to fibrin D-Dimer-E complex; P02675; AID 720508; FP displacement of FITC-Tn7 peptide from fibrin DD(E); 0% = median of compound wells per plate; inhibition, % at 8.3 µM; 370,000 tested, 0.13% active;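 active = inhibition above the mean of compounds falling within the control limits plus 3 SD of them, cut at about 14% in these data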;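 also: 0% = plate median of compound wells and 100% = 10 µM Aha-Tn7 peptide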
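Test system – human fibrin DD(E) · Times – 10 min preincubation, 3 h with tracer, room temperature · Detection – fluorescence polarization of the labelled Tn7 tracer · Measure – percent inhibition normalized to high-control wells · Benchmarks – high control wells with 10 µM unlabelled Aha-Tn7 peptide (full inhibition) · Repeats – singlicate testing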
Rev-erbA mod: modulators of human Rev-erb alpha DNA binding. activity, % at 10 µM. AID 1259318. Rev-erbα–FITC-DNA binding, fluorescence polarization, 90 min. 370,000 tested, 0.79% active;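 active = activity above about 14%, limit read from the data; passing the limit was not always enough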;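 also: 0% = DMSO wells with 35 nM protein and 100% = DMSO wells with 750 nM protein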
ASAP1 GAP inh: inhibitors of human ASAP1 ArfGAP activity | Q9ULH1 | ASAP1-stimulated ARF1 GTP hydrolysis, GDP FP detection | inhibition, % at 16.5 µM | 360,000 tested, 0.19% active; in the data active = inhibition above about 25%;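 also: 0% = vehicle with enzyme and substrate and 100% = no enzyme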
PLCg1 inh: PLC-gamma1 (human) inhibition, primary screen; P19174; inhibition, % at 12.2 µM; 370,000 tested, 0.84% active; purified PLC-gamma1, fluorogenic substrate, fluorescence; AID 720700; in the data active = inhibition above about 9.5%
UHRF1 MBD2 ctr: UHRF1 methyl-DNA binding inhibition; Q96T88; UHRF1 binding to methylated oligo, TR-FRET; inhibition, % at 4.4 µM; 370,000 tested, 0.75% active; in the data active = inhibition above about 21%;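 also: UHRF1 SRA domain binding a hemimethylated CpG hairpin DNA probe; 0% = median of test compound wells and 100% = reference inhibitor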
ARFGAP1 inhibitor: rat ARFGAP1 inhibition; Arfgap1-stimulated ARF1 GTP hydrolysis, GDP FP detection; Q62848; 360,000 tested, 0.26% active; inhibition, % at 16.5 µM; AID 651572;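 active = inhibition above a per-plate limit, mean inhibition of low control wells plus 3 SD, cut at about 25% in these data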;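 also: 0% = DMSO wells with enzyme and 100% = wells lacking Arfgap1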
Target sequence (Q62848 1-136 limits assumed): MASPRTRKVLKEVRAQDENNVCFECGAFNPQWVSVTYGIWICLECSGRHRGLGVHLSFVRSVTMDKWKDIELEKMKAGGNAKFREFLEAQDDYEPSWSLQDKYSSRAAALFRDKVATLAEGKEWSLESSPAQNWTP
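Assay system: purified rat His6-Arfgap1 residues 1-136 (GAP domain); Reagent: human Δ17 ARF1 bound to GTP; Dosing: 16.5 µM single point, 1.26% DMSO; Times: GTP hydrolysis reaction 2 h at 25 °C; Signal: FP, GDP Alexa 633 tracer displaced from anti-GDP antibody, 620/688 nm; Measure: % inhibition from polarization.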
HGIII-sPLA2 inh: Blocks human group III sPLA2 activity; Q9NZ20; 370,000 tested, 0.56% active; inhibition, % at 12.2 µM; AID 743126; QFRET BODIPY PC-A2 liposome hydrolysis, fluorescence;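 active = inhibition above mean plus 3 SD of compounds lying within the high and low control bounds, cut at about 19% in these data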;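 also: 0% = median of test compound wells and 100% = no enzyme DMSO wells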
PLCb3 inh: blocks human PLC-beta3 enzyme activity; Q01970; Purified PLC-beta3, fluorogenic substrate, fluorescence; inhibition, % at 12.2 µM; 370,000 tested, 0.18% active; in the data active = inhibition above about 11%;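 also: 0% = median of compound wells on plate and 100% = full blocker control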
proKLK7 act: activates the human kallikrein-7 zymogen; AID 652039; 370,000 tested, 0.9% active; purified proKLK7, EDANS-DABCYL substrate fluorescence; 100% is mature enzyme control, 0% vehicle; P49862; activation, % at 7 µM;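 active = activation above the mean of all tested compounds plus 3 SD, computed per campaign excluding outliers beyond control limits, cut at about 13% in these data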
Target sequence (P49862 whole entry, looked up): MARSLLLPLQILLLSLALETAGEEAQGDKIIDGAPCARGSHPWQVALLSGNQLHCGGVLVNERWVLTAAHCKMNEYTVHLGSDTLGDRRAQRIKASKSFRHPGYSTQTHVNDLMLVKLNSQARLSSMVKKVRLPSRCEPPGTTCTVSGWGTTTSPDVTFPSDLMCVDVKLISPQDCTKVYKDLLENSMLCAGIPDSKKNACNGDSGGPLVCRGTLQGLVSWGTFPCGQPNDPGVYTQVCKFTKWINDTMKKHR
* hit, by the source's call; i = inactive; . = no result given. Rows are unselected. About 4.5% of those tested had a hit in this group.

SMILES	Tn6 DDE FP	DDE Tn7 FP inh	Rev-erbA mod	ASAP1 GAP inh	PLCg1 inh	UHRF1 MBD2 ctr	ARFGAP1 inhibitor	HGIII-sPLA2 inh	PLCb3 inh	proKLK7 act
CCn1c(=O)n(CC(=O)NCC2CCCO2)c(=O)c2c3c(sc21)COC(C)(C)C3 (centres undefined)	1	-10	6	7	0	-2	4	5	1	-0.3
CC1=C(C(=O)OCc2ccccc2)C(c2ccccc2-c2ccccc2)NC(=O)N1CCCCCC(=O)O (centres undefined)	-3	7	5	-2	-6	-1	-2	-4	-7	-0.3
CC(C)CC(OC(=O)c1cccs1)C(=O)NCC1CCCO1 (centres undefined)	0	-1	1	3	1	1	-11	6	5	0.0
Cc1ccc(C(=O)N2CCN(c3cc4c(cc3[N+](=O)[O-])n(C)c(=O)n4C)CC2)cc1	3	2	2	-15	-1	-5	-13	3	-2	0.0
Cc1ccc(C(=O)N2CCCCC2C(=O)O)cc1S(=O)(=O)N1CCCCC1 (centres undefined)	8	-1	1	-7	0	1	7	15	-6	-0.8
Clc1cccc(Cl)c1Cn1cc(Br)cn1	-5	-5	8	-11	-1	1	8	1	-2	0.4
COc1cc(/C=N/NC(=O)CC#N)cc(Br)c1O	0	1	-2	2	-24	-2	-1	-2	-28	0.6
CC(=O)c1ccc(S(=O)(=O)N2CCN(S(=O)(=O)c3ccccc3C(F)(F)F)CC2)cc1	-11	-5	-2	-5	0	-2	1	-3	-1	-0.6
CCOC(=O)COn1c(=O)c(-c2ccc(Br)cc2)[n+]([O-])c2ccccc21	10	5	-6	-1	-16	-4	-5	0	-14	0.9
Cc1nc2sc(C(c3ccccc3)N3CCN(C)CC3)c(O)n2n1 (centres undefined)	3	-3	-3	2	-1	1	-7	4	-1	-0.3
C[C@H](NC(=O)c1ccco1)C(=O)Nc1ccc(S(=O)(=O)N2CCCC2)cc1	-3	2	6	3	4	-2	-1	1	-56	0.3
CCOc1cc(C(=O)NC(CC(=O)O)c2ccc(OC3CCCC3)cc2)cc(OCC)c1OCC (centres undefined)	-10	9	-4	3	0	10	0	9	-10	-0.4
Cc1ccc(C(=O)O/N=C(\N)c2nonc2N)cc1	-6	-3	0	-3	0	2	8	11	1	0.2
Cc1cc(C)nc(NC(=O)Nc2ccc3c(c2)OCO3)c1	2	8	6	-10	1	2	-6	2	0	0.7
COc1cc(/C=N/NC(=O)c2cccnc2)cc(Br)c1O	1	4	-2	2	1	0	-17	0	-5	-0.1
COC(=O)Cn1c2ccc(C)cc2c2nc3ccccc3nc21	2	6	2	0	-14	1	-6	10	-29	0.0
COc1cc2ncnc(NCc3ccc(F)cc3)c2cc1OC	0	1	-5	-1	0	0	-12	2	-8	-2.7
COc1ccc(/C=c2\sc3nc(-c4ccccc4)c(-c4ccccc4)n3c2=O)cc1OC	9	0	2	5	-16	-6	7	-11	-16	-0.4
CCCc1nnc(NS(=O)(=O)c2ccccc2)s1	-3	1	0	-12	4	-2	0	-4	-1	-0.2
CCOC(=O)CSC1=C(C#N)C(c2ccc(F)cc2)C(C(C)=O)=C(C)N1 (centres undefined)	-4	3	-1	0	-1	2	0	-1	2	0.8
Cc1cc(=O)oc2cc(OC(C)C)ccc12	-1	-6	-2	-2	-16	-2	-8	-2	-30	2.2
C[C@H](CO)N1C[C@H](C)[C@@H](CN(C)S(=O)(=O)c2ccc(-n3cccn3)cc2)OCc2cn(nn2)CCCC1=O	11	1	-6	-1	3	14	8	6	2	0.7
COC(=O)[C@H](C(C)C)N1Cc2nnn(Cc3ccc(C)cc3)c2-c2ccccc2S1(=O)=O	1	4	-1	.	-3	-1	.	-12	2	0.1
O=C(CS(=O)(=O)c1ccc(F)cc1)Nc1nccs1	-3	2	0	12	-1	1	6	-5	-6	0.2
CSCc1cc(C(=O)NC2CC2)c(N)s1	7	3	5	-13	-3	-1	15	14	-4	1.2
CCN(c1ccc(NC(=O)COC(=O)CCc2nc3ccccc3n2-c2ccccc2)cc1)C(C)C	1	4	5	9	5	-6	11	-8	4	0.9
Cc1cc(C)c(CN2CCC(N3CCC(C(=O)NCC4CCCO4)CC3)CC2)cc1C (centres undefined)	-3	-2	-2	-3	1	0	-1	3	2	0.3
O=C(c1cccc(Cl)c1)N1CCC2CC1c1cc(-c3ccccc3)ccc12 (centres undefined)	4	0	-4	4	4	18	9	-9	6	0.8
CCN1C(=O)c2ccccc2Sc2ccc(C(=O)O)cc21	9	-2	7	3	0	2	5	-4	-3	-0.4
COc1ccc(-c2c(-c3cc(OC)cc(OC)c3)n(C)c3ccc(-c4ccc(OC)cc4F)cc23)cc1	8	6	3	5	-17	-2	-10	4	-17	-0.2
COc1ccc(CC(=O)Nc2cccc(-c3cn4ccccc4n3)c2)cc1	-6	3	2	5	-5	-1	2	-12	-11	1.4
CN(Cc1ccc(F)cc1)C(=O)COc1ccc2ccccc2c1	-6	0	-1	4	-1	3	4	6	-8	0.0
Cc1ccc(S(=O)(=O)N2CCN(S(=O)(=O)N(C)C)CC2)cc1	6	3	5	4	0	3	-2	8	-1	0.1
O=C(N/N=C/c1ccccc1OC(F)F)C1=COCCO1	0	4	-8	-4	0	-2	-6	8	-2	0.3
COc1ccc(C(=O)N2CCC(C(=O)Nc3ccccc3OC)CC2)cc1	7	-3	-1	-9	2	-1	3	4	1	0.0
Clc1ccccc1-c1cnc2sc(NCc3ccc4c(c3)OCO4)nn12	2	5	3	8	3	4	17	0	-1	-0.1

Some of the entries so far, with each value named:
Cc1cc(C)c(CN2CCC(N3CCC(C(=O)NCC4CCCO4)CC3)CC2)cc1C (centres undefined)
  Tn6 DDE FP: -3 | DDE Tn7 FP inh: -2 | Rev-erbA mod: -2 | ASAP1 GAP inh: -3 | PLCg1 inh: 1 | UHRF1 MBD2 ctr: 0 | ARFGAP1 inhibitor: -1 | HGIII-sPLA2 inh: 3 | PLCb3 inh: 2 | proKLK7 act: 0.3

O=C(c1cccc(Cl)c1)N1CCC2CC1c1cc(-c3ccccc3)ccc12 (centres undefined)
  Tn6 DDE FP: 4 | DDE Tn7 FP inh: 0 | Rev-erbA mod: -4 | ASAP1 GAP inh: 4 | PLCg1 inh: 4 | UHRF1 MBD2 ctr: 18 | ARFGAP1 inhibitor: 9 | HGIII-sPLA2 inh: -9 | PLCb3 inh: 6 | proKLK7 act: 0.8

CCN1C(=O)c2ccccc2Sc2ccc(C(=O)O)cc21
  Tn6 DDE FP: 9 | DDE Tn7 FP inh: -2 | Rev-erbA mod: 7 | ASAP1 GAP inh: 3 | PLCg1 inh: 0 | UHRF1 MBD2 ctr: 2 | ARFGAP1 inhibitor: 5 | HGIII-sPLA2 inh: -4 | PLCb3 inh: -3 | proKLK7 act: -0.4

Other records:
SMILES	Tn6 DDE FP	DDE Tn7 FP inh	Rev-erbA mod	ASAP1 GAP inh	PLCg1 inh	UHRF1 MBD2 ctr	ARFGAP1 inhibitor	HGIII-sPLA2 inh	PLCb3 inh	proKLK7 act
CC(C)(C)Cc1nc(-c2ccc(Cl)cc2)no1	5	-13	0	-5	2	2	17	-1	3	0.3
C=CCNC(=O)CN(Cc1ccccc1)S(=O)(=O)c1ccccc1	1	-2	0	-7	1	2	8	-2	-3	0.0
COc1cc(O)c(C(CC(=O)N2CCCC2)c2ccc(N(C)C)cc2)c(OC)c1 (centres undefined)	-3	-14	3	11	-1	3	10	9	-1	1.3
Cc1cccc(C)c1NC(=O)NC1(C(=O)NCC2CCCO2)CCCCC1 (centres undefined)	8	4	0	-2	-1	-1	9	2	-2	0.6
CCC(CC)COC(=O)C(C#N)c1nc2ccccc2nc1N1CCOCC1 (centres undefined)	-2	-1	2	-1	-20	-2	-16	5	-45	0.7
CC1=C(C(=O)OCc2ccc3c(c2)OCO3)C(c2ccccc2)NC(=O)N1 (centres undefined)	-8	9	5	1	6	2	2	3	0	0.7
NC1=NC(c2cn[nH]c2-c2cccc(F)c2)n2c(nc3ccccc32)N1 (centres undefined)	-5	-3	3	12	-6	-4	2	-6	-12	-0.8
COc1ccc(CN2CC(C(=O)NCCN3CCOCC3)CC2=O)cc1 (centres undefined)	2	-2	2	-4	-2	-1	-4	4	-1	0.1
CC(C)(C)c1ccc(OC(=O)c2ccccc2)cc1	-3	-3	4	13	2	2	8	-1	-5	0.2
O=C(CN1CCN(CN2C(=O)NC3(CCCCCC3)C2=O)CC1)Nc1cccc(F)c1	-2	0	4	1	4	0	4	10	-5	0.3
CCCc1ccc2c(N)c(C#N)sc2n1	-5	5	0	15	i	0	0	-5	i	-7.0
O=C(c1ccccc1)c1ccc(OCCOCCN2CCN(Cc3ccccc3)CC2)cc1	-4	-5	5	-2	5	2	2	-14	-2	-0.5
COc1ccc2[nH]c3c(NCCCN4CCCC4=O)ncnc3c2c1	-5	1	-5	0	-298	3	11	0	-370	-6.0
Cc1ccccc1Cn1c(C)c(C(=O)NCc2cccc(Cl)c2)sc1=O	-6	-8	-1	5	5	3	-1	-8	0	0.9
COC(=O)N(C)C[C@H]1OCc2cn(nn2)CCCC(=O)N([C@H](C)CO)C[C@@H]1C	2	-3	-9	8	2	-3	-4	3	3	-0.3
CC1CCN(S(=O)(=O)c2ccc(NC(=O)C3CCN(C(=O)c4ccco4)CC3)cc2)CC1	7	-5	0	9	9	6	10	-14	0	-0.6
CC(=O)Nc1ccc(SCC(=O)Nc2ccccc2Oc2ccccc2)cc1	-2	11	2	-9	2	3	3	0	-4	0.3
O=C(c1cc(COc2c(F)cccc2F)on1)N1CCCCCC1	2	-5	3	1	2	2	7	0	-4	0.4
CCCCn1c(N)c(N(CCOC)C(=O)COC(=O)COc2cccc(C(C)=O)c2)c(=O)[nH]c1=O	-5	0	1	-4	1	1	-7	10	-8	-0.5
CC(C)(C)NC(=O)CCC1COc2ccccc2O1 (centres undefined)	0	2	4	-2	3	-2	9	2	4	0.2
COc1cc(CNCCc2ccccc2)ccc1OCc1ccc(Cl)nc1	0	10	0	10	2	3	-1	0	0	-0.3
CC(=NCCN1CCNCC1)C1=C(O)CC(C)(C)CC1=O	7	0	-6	-8	0	-4	15	1	-7	0.1
Cc1cc(C)c(C#N)c(SCC(=O)NN2CC(=O)N(c3ccccc3F)CC2=O)n1	-4	-5	7	-6	-131	2	3	1	-155	69*
CCCCn1ccnc1C(=O)c1cc(S(=O)(=O)N2CCOCC2)ccc1C	-2	1	2	6	-26	-1	-5	3	0	-0.8
Cc1nn(C(C)C)c(C)c1[C@@H]1C[C@H]2CN(Cc3cccc(Cl)c3)C(=O)[C@]23CCCN13	-6	1	5	5	-1	0	10	-4	-3	-0.8
CCc1ccccc1N(CC(=O)N1CCN(c2ccccc2F)CC1)S(C)(=O)=O	-12	-8	-1	-5	-2	10	2	-3	-46	-0.2
COc1ccc(C(=O)COC(=O)C2CCCN2C(=O)C23CC4CC(CC(C4)C2)C3)cc1 (centres undefined)	-5	3	1	-3	1	2	4	5	2	-0.5

Bioassay records: PubChem BioAssay, several laboratories
